Screening results: PubChem, National Center for Advancing Translational Sciences (NCATS)
IL1B secr inh – inflammasome signaling inhibition, IL-1 beta readout; AID 743279; hit rate 4.7% among 360,000; activity change, % at 57.5 µM; THP-1 LPS/ATP IL-1B secretion, AlphaLISA, 16 h; stronger effect = lower value; in the data active means activity change below about -50%; inconclusive means mostly about -30% to -49%; further: on the % scale 0 is the no-effect control and ±100 the full control effect
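Secreted IL-1B measured by AlphaLISA bead assay after 16 h compound exposure of THP-1 cells; compounds (final up to 57.5 uM) added 1 h before LPS (250 ng/mL) and ATP (1.25 mM) stimulation; lower signal means less secretion.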
WRN inhibitor – inhibitors of human WRN helicase; WRN helicase unwinding, fluorescent forked duplex, kinetic; hit rate 0.46% among 360,000; Q14191; Potency, µM (highest dose often 114 µM), inactives show top-dose activity change, negative = inhibition, hits mostly inhibitors; AID 651768; further: potency means the concentration at half of the fitted maximal effect; on the % scale 0 is the no-effect control and ±100 the full control effect; nearly all actives have a fitted effect of over 55% in size
Target sequence (Q14191 whole entry, looked up): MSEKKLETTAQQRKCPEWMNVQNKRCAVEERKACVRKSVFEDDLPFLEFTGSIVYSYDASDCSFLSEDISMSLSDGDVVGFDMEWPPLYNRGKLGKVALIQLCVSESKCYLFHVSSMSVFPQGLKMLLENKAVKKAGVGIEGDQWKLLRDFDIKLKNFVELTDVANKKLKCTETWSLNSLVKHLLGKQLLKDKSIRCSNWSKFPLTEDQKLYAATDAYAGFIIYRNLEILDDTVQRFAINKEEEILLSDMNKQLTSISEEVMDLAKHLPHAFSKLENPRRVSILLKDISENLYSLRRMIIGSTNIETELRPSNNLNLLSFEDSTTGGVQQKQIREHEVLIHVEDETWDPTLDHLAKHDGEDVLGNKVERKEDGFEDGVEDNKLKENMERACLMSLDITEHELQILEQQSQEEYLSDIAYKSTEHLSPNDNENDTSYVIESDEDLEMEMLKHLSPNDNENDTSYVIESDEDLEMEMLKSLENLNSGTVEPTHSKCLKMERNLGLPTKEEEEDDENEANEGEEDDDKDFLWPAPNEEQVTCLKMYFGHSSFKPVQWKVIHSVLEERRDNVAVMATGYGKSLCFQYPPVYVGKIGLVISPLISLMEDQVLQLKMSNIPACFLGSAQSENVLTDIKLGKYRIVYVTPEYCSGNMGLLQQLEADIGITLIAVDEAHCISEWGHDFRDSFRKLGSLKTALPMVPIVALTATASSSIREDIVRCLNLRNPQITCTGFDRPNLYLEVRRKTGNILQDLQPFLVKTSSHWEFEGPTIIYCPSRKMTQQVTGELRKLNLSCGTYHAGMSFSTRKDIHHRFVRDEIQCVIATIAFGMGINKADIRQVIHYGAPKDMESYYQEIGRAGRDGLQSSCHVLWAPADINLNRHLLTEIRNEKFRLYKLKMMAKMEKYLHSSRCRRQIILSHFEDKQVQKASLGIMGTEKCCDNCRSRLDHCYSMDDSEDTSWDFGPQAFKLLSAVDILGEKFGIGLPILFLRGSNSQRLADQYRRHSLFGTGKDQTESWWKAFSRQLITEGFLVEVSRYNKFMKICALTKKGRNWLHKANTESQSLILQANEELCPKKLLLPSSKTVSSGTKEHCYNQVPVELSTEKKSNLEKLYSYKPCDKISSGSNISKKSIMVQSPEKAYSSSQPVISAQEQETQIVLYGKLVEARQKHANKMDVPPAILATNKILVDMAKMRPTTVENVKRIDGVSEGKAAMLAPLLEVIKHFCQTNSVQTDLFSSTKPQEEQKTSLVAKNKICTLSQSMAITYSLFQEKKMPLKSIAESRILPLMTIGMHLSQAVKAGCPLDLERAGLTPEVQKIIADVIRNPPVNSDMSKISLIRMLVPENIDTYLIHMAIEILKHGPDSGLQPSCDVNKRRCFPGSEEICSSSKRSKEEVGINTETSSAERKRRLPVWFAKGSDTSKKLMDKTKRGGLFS
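Enzyme (20 nM final) and test compound sit together 15 min at room temperature before substrate addition. Substrate is a single-forked duplex oligonucleotide (100 nM) labelled with fluorophore and quencher, with 2 mM ATP; helicase unwinding raises red fluorescence, read kinetically.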
SW480 rerep – inducers of DNA re-replication in SW480 colon cancer cells | Potency, µM (doses to about 46.1 µM), for inactives: at the highest dose re-replication activation, actives largely listed as activators | hit rate 1.8% among 340,000 | SW480 DNA re-replication, Hoechst DNA content imaging, 48 h; further: potency means the concentration at half of the fitted maximal effect; % of control where 0% means no effect; nearly all actives have a fitted effect of over 55% in size
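Quantitative HTS format with DMSO vehicle controls; 48 hr drug incubation at 37 C, then 40 min Hoechst staining and scanning imager measurement at 405 nm excitation.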
ATXN2 expr inh – inhibitors of ATXN2 expression. HEK-293 ATXN2-luciferase reporter, luminescence, 24 h. Potency, µM (top dose mostly 57 µM), for the others: at the highest dose activity change, negative = inhibition, actives largely listed as inhibitors. hit rate 0.72% among 360,000; further: potency means the concentration at half of the fitted maximal effect; on the % scale 0 is the no-effect control and ±100 the full control effect; nearly all actives have a fitted effect of over 55% in size
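qHTS (up to 57 uM final) was run with 24 h compound exposure of reporter cells at 37 °C. Each well was multiplexed: SteadyGlo luminescence measured ATXN2-luciferase expression after a fluorogenic Gly-Phe-AFC viability readout (25 uM final).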
KB-V1 cytotox – kills drug-selected multidrug resistant KB-V1 cells; hit rate 3.4% among 400,000; KB-V1 MDR cells viability, CellTiter-Glo, 72 h; AID 1347076; Potency, µM (series often up to 46.1 µM), for the others: top-dose activity change, negative = cytotoxicity, usual class: cytotoxic; further: potency means the concentration at half of the fitted maximal effect; on the % scale 0 is the no-effect control and ±100 the full control effect; nearly all actives have a fitted effect of over 60% in size
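KB-V1 cells (P-gp-expressing MDR subline of KB-3-1) in phenol-red-free DMEM with 10% FBS were exposed to library compounds over a concentration series for 72 h at 37 degrees C. Viability read by CellTiter-Glo luminescence; concentration-effect curves fitted after normalization.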
HT1080 IDH1KD tx – HT-1080 IDH1 knockdown cell toxicity (counter line). Potency, µM (doses to about 46.1 µM), without a hit: at the highest dose activity, negative = toxicity, most hits filed as cytotoxic. HT-1080 IDH1 knockdown viability, ATP luminescence, 48 h. hit rate 2% among 360,000;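 further: potency means the concentration at half of the fitted maximal effect; 0% = DMSO wells and -100% = cell-free medium wells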
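In this qHTS, HT-1080 cells depleted of IDH1 are exposed for 48 h at 37 °C to compound titrations. Toxicity is scored from CellTiter-Glo luminescence, with DMSO as full viability and medium alone as none.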
MCF10A rereplic – induces DNA re-replication in MCF 10a normal breast cells. MCF 10A DNA re-replication, Hoechst nuclear intensity, 48 h. Potency, µM (top dose mostly 46.1 µM), inactives show at the top dose activity, positive = re-replication, hits mostly activators. hit rate 2.9% among 350,000; further: potency means the concentration at half of the fitted maximal effect; % of control where 0% means no effect; nearly all actives have a fitted effect of over 50% in size
KB-3-1 tox – KB-3-1 parental cell cytotoxicity. KB-3-1 viability, CellTiter-Glo ATP luminescence, 72 h. Potency, µM (series often up to 46.1 µM), for inactives: at the highest dose activity change, negative = cytotoxic, actives largely listed as cytotoxic. hit rate 1.4% among 400,000. AID 1347075; further: potency means the concentration at half of the fitted maximal effect; on the % scale 0 is the no-effect control and ±100 the full control effect; nearly all actives have a fitted effect of over 60% in size
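Cytotoxicity in the drug-sensitive parental line KB-3-1 was scored as loss of CellTiter-Glo luminescence following 72 h incubation with compound. Values come from curve fitting of normalized concentration-response data.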
HT1080-NT tox – kills 2HG-producing HT-1080-NT fibrosarcoma cells; HT-1080-NT fibrosarcoma viability, CellTiter-Glo ATP luminescence, 48 h; Potency, µM (highest dose often 46.1 µM), for inactives: top-dose activity, negative = less viability, actives largely listed as cytotoxic; hit rate 1.6% among 360,000;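 further: NT is the 2HG producing partner of a matched IDH1 knockdown line; potency means the concentration at half of the fitted maximal effect; 0% = DMSO-treated cells and -100% = media-only wells without cells; nearly all actives have a fitted effect of over 55% in size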
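Read-out is CellTiter-Glo luminescence after 10 minutes at room temperature, following 48 hours' compound treatment of HT-1080-NT cells (750 cells/well, RPMI, 5% FBS, 37 degrees C).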
Active calls of the source: *; ? = inconclusive; · = no result given; [ ] = another dose, or the depositor's remark. Unless noted, the call rests on the fitted dose curve; in most records, active means well fitted curve in the direction sought with a large enough effect; inconclusive means small, poorly fitted or top-dose-only effect, or another doubt; inactive means no such curve, though single readings can be large; an effect the other way counts as inactive or inconclusive.

SMILES	IL1B secr inh	WRN inhibitor	SW480 rerep	ATXN2 expr inh	KB-V1 cytotox	HT1080 IDH1KD tx	MCF10A rereplic	KB-3-1 tox	HT1080-NT tox
CC(=O)c1c(C)[nH]c(C(=O)OCC(=O)c2ccc(Br)cc2)c1C	23	13%	·	·	-21%	-11%	·	?	-18%
C=C(C)c1ccc(C(C)(C)NC(=O)NCc2ccco2)cc1	2	7%	-11%	-14%	?	-10%[9.24 µM]	0%	-15%	0%
O=C(CCNS(=O)(=O)c1cccc(C(F)(F)F)c1)NCc1ccco1	11	-8%	1%	·	2%	3%	4%	8%	2%
COc1ccc(S(=O)(=O)NCC2CCCN(C(=O)c3cccnc3)C2)cc1 (centres undefined)	15	3%	1%	-18%	-5%	12%	-2%	12%	6%
Cc1ccccc1-n1c(SCC(=O)c2c(N)n(C)c(=O)n(C)c2=O)nnc1-c1cccnc1	1	-2%	-1%	0%	6%	14%	?	1%	13%
CCc1ccc(-n2c(SCC(=O)NC3CCS(=O)(=O)C3)nc3ccccc3c2=O)cc1 (centres undefined)	-16	-2%	-11%	1%	20%	2%	3%	-1%	5%
COc1ccc(NC(=O)CCn2cc(C)c3ccccc32)cc1	-27	2%	-1%	-3%	-19%	-3%	-2%	5%	1%
COc1ccc(NC(=O)COC(=O)c2c(-c3ccccc3)noc2C)cc1	-7	-13%	7%	-5%	-14%	5%	?	-19%	-9%
O=c1[nH][nH]c(-c2ccccc2)c1C=Nc1ccc(Cl)cc1	31	6%	-5%	-4%	?	-21%	0%	-17%	-3%
Cc1cccc(NC(=O)CSc2nc3nc(C)cc(C)c3c(=O)[nH]2)c1	19	-18%	-9%	39%	2%	6%	?	6%	0%
O=C(CN1C(=O)C(=O)N(C2CCCC2)C1=O)Nc1ccc(F)cc1F	30	3%	-18%	4%	15%	6%	?	0%	10%
COC(=O)c1cc(NC(=O)c2cccc([N+](=O)[O-])c2C)ccc1Cl	-17	6%	5%	?	-14%	-4%	-2%	?	?
Cc1ccc(C(=O)NCC(=O)OCC(=O)c2ccccc2)s1	-6	-6%	-38%	6%	?	9%	0%	-2%	0%[9.24 µM]
O=C(/C=N/O)NCCN1CCCCC1	4	-4%[57.1 µM]	-3%	1%	2%	6%[9.24 µM]	-2%	-1%	?
O=C(NC1CCCC(C(F)(F)F)C1)c1ccc([N+](=O)[O-])o1 (centres undefined)	-98*	6%	32%	-8%	?	?	6.5µM*	?	?
Cc1c(CC(=O)NCC(=O)NCC(=O)O)c(=O)oc2cc3oc4c(c3cc12)CCCC4	6	-4%	7%	-25%	25%	19%	1%	19%	23%
CCc1ccc2c(c1)cc(CN(C(=S)Nc1cccc(C)c1)C1CC1)c1nnnn12	5	-2%[57.1 µM]	3%	-11%	-15%	4%	-5%	-2%	-16%
Cc1cccc(OCCCC(=O)Nc2ccc(N3CCCCC3)cc2)c1C	0	-7%	7%	-9%	-21%	-1%	-5%	-9%	2%
COc1cccc(C(=O)OCC(=O)N2CCc3ccccc3C2)c1	20	2%	-11%	-4%	25%	-1%	-22%	-9%	-6%
O=C(NCc1cccnc1)c1ccc(S(=O)(=O)N2CCCCC2)cc1	8	6%	-3%	3%	0%	-1%	-2%	3%	6%
Cc1ccc(S(=O)(=O)Nc2ccc(NC(=O)c3cccnc3)cc2)cc1	-14	0%	0%	18%	-8%	3%	-38%[inhibitor]	1%	10%
O=C(Nc1cccc(Cl)c1)c1nc[nH]c1C(=O)Nc1ccccc1F	11	9%	·	-14%	-47%	12%	·	?	17%
COc1ccc(N(CC(=O)Nc2ccc3c(c2)OCO3)S(=O)(=O)c2ccc(C)cc2)cc1OC	24	-7%	-8%	-5%	?	-28%	3%	4%	-1%
COc1ccccc1OCC(=O)Nc1c2c(nn1-c1ccc(F)cc1)CS(=O)(=O)C2	-1	-5%	-4%	0%	·	10%	-4%	·	-3%
CC(CCc1ccccc1)NC(=O)Cn1cccc1C(=O)c1ccccc1 (centres undefined)	18	-2%	-20%	6%	-20%	20%	4%	-10%	-2%
Later entries.
SMILES	IL1B secr inh	WRN inhibitor	SW480 rerep	ATXN2 expr inh	KB-V1 cytotox	HT1080 IDH1KD tx	MCF10A rereplic	KB-3-1 tox	HT1080-NT tox
Cc1ccc(CN2CCN(CC(=O)O)C2=O)cc1	0	2%	-2%	-14%	2%	2%	10%	17%	11%
COc1ccccc1NC(=O)c1cc(C(=O)Nc2ccccc2OC)cc([N+](=O)[O-])c1	17	-2%[57.1 µM]	-4%	-6%	11%	6%	?	8%	-1%
COc1ccc(Cl)cc1CSc1ncn[nH]1	·	4%	-44%[inhibitor]	-7%	0%	6%	-28%	-1%	11%
CN(C(=O)COc1cccc(Br)c1)C1CCS(=O)(=O)C1 (centres undefined)	14	1%	0%	5%	2%	16%	12%	11%	-1%
CS(=O)(=O)Nc1cccc(C2=NN(C(=O)c3cccc([N+](=O)[O-])c3)C(c3cccs3)C2)c1 (centres undefined)	?	-3%	7%	·	-5%	-3%	8%	0%	-24%
COc1cccc(/C=N/Nc2ccc(Cl)nn2)c1	2	2%	-13%	·	0%	11%	1%	1%	15%
CCOC(=O)[C@]12CCCC=C1N(Cc1ccco1)C(=O)[C@H](CC(=O)NCCCOC)C2	56	1%	·	12%	-18%	14%	·	5%	19%
CCOC(=O)c1cnc(SCC(=O)c2ccc(Cl)cc2)nc1N	0	-22%	-2%	46%[activator]	-2%	-3%	3%	9%	-5%
CCc1cc2c(=O)c(-c3nc4ccccc4n3C)c(C)oc2c(CN2CCOCC2)c1O	-16	-6%[57.1 µM]	-1%	-16%	-4%	-27%	-5%	-14%	-15%
O=C(C[C@H]1CC[C@H](NC(=O)Nc2ccccc2F)[C@@H](CO)O1)NCc1ccc(-c2ccccc2)cc1	3	-6%	·	·	8%	-5%	·	-13%	-8%
Cn1c(N2CCOCC2)cc(=O)n(C)c1=O	5	-4%[57.1 µM]	-6%[1.84 µM]	28%	18%	3%	16%	12%	11%
Cc1cc(C)c(C)c(S(=O)(=O)ON2C(=O)c3ccccc3C2=O)c1C	-119*	?	21µM*	?	-23%	7.3µM*	7.3µM*	-12%	?
O=S(=O)(NCc1ccco1)c1ccccc1Br	-3	7%	-8%	0%	-2%	5%	-16%	5%	6%
Cc1ccc(CNC(=O)c2cccc3c2C(=O)c2ccc(N4CCC(C)CC4)cc2S3(=O)=O)cc1	73	-1%	15%	2%	-24%	-6%	?	-14%	-5%
CCOc1ccccc1N1CCN(c2ncnc3scc(-c4ccc(OC)cc4)c23)CC1	0	-11%	?	?	?	?	?	13µM*	?
CC(C)Oc1ccc(Cc2cnc(=S)[nH]c2N)cc1	0	11%	-3%	·	13%	3%	10%	2%	3%
O=C(Nc1ncccn1)C1CCCN1S(=O)(=O)c1ccc(Cl)c(Cl)c1 (centres undefined)	6	1%[11.6 µM]	0%	-4%	-3%	-23%	3%	-14%	7%
Cc1sc(NC(=O)Cn2[nH]c(=O)c3ccccc3c2=O)nc1-c1ccccc1	-3	-19%	·	3%	-20%	-25%	?	0%	-28%
Cc1ccccc1-n1nc2c(c1NC(=O)c1cccs1)CS(=O)(=O)C2	-16	0%	-2%	-3%	-4%	-5%	-1%	-12%	-3%
Cc1[nH]c2ccccc2c1CN1CCC(CO)(Cc2ccccc2)CC1	-16	-2%	-18%	?	-22%	-1%	-1%	-7%	-1%
Cc1c(NC(=O)c2ccc(N(C)S(=O)(=O)c3ccccc3)cc2)c(=O)n(-c2ccccc2)n1C	58	-7%	-2%	?	3%	-13%	0%	5%	-9%
CN(C(=O)C1CCCO1)C1CCS(=O)(=O)C1 (centres undefined)	0	-2%	?	0%	31%	10%	-2%	4%	14%
O=C(Nc1ccc(Cl)cc1)Nc1ccc(N2CCC(C(F)(F)F)CC2)nc1	-10	1%	-102%[inhibitor]	1%	3%	3%	?	5%	-2%
FC(F)(F)c1cccc(NC(=S)N(CCCN2CCCC2)Cc2cccn2Cc2ccc(Cl)cc2)c1	-89*	-4%	?	16µM*	?	23µM*	?	?	?
c1ccc(NCc2nc(-c3ccccc3)no2)cc1	-3	7%	-3%	52%[activator]	-2%	9%	-1%	0%	9%
Carrying on:
SMILES	IL1B secr inh	WRN inhibitor	SW480 rerep	ATXN2 expr inh	KB-V1 cytotox	HT1080 IDH1KD tx	MCF10A rereplic	KB-3-1 tox	HT1080-NT tox
COc1ccc(CSCC(=O)N/N=C/c2ccccc2O)cc1	115	-13%	?	25µM*	-30%	?	?	?	?
C=CCNC(=O)C1CC(=O)N(c2ccc(C)cc2)C1 (centres undefined)	16	6%	-4%	3%	22%	11%	-6%	14%	5%
C=CCNC(=O)C1CC(=O)N(c2ccc(OCC(=O)Nc3ccccc3)cc2)C1 (centres undefined)	2	-8%	?	27%	-15%	-4%	18%	-2%	3%
COc1ccc(C(C)=O)cc1CC1(C)C(=O)Nc2ccc(OC(F)(F)F)cc21 (centres undefined)	2	1%	·	-17%	-3%	0%	·	-1%	-10%
COc1cc(/C=C2\CC/C(=C\c3ccc(OCCO)c(OC)c3)C2=O)ccc1OCCO	-77*	-21%[57.1 µM]	-1%	2%[11.3 µM]	-29%	-13%	?	-4%	-25%
CCC(=O)Nc1ccc2oc(-c3cccnc3)nc2c1	-17	3%	-119%[inhibitor]	23%	?	26%	-35%[inhibitor]	9%	6%
Cn1c(NNC(=O)CCC2CCCCC2)cc(=O)n(C)c1=O	2	6%	0%	7%	-14%	-6%	-2%	-20%	-1%
CCCCOC(=O)c1ccc(NC(=O)c2c(OC)cccc2OC)cc1	22	-8%	-4%	-4%	-6%	0%	15%	2%	3%
